Screens from PubChem BioAssay.
TRb SRC2 PPI: TRbeta-SRC2 interaction inhibition. TRbeta-SRC2 peptide binding, fluorescence polarization; receptor liganded with 1 µM T3. Potency, µM (highest dose often 106 µM), without a hit: top-dose activity change, negative = inhibition, hits mostly inhibitors. actives 0.065% (n = 280,000). AID 1469;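 also: plate controls were bound peptide for no effect and peptide without receptor for full effect; nearly all actives have a fitted effect of over 50% in size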
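Fluorescence polarization of 20 nM Texas Red SRC2 peptide with 0.6 uM human TRb ligand-binding domain, in Tris buffer with 1uM T3 and 5% DMSO. Incubated 5 hr ambient; normalized to unbound and bound controls.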
Tau fluor counter: counter-screen for tau fibril formation inhibitors | Potency, µM (highest dose often 57.7 µM), without a hit: at the top dose activity change, negative = decrease | actives 0.93% (n = 280,000) | tau K18 P301L Alexa594 fluorescence, heparin fibrillization | AID 1463; also: nearly all actives have a fitted effect of over 55% in size
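Human K18 P301L tau (15 uM unlabeled plus 0.24 uM Alexa 594-labeled, final) in 100 mM sodium acetate pH 7 was mixed with compound and 20 uM heparin and incubated 6 hr at 37 C.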
GLA spleen mod: inhibitors or activators of human alpha-galactosidase in spleen homogenate. human spleen homogenate, 4MU-alpha-Gal fluorescence, 40 min. Potency, µM (series often up to 80 µM), for the others: at the top dose activity change, negative = inhibition, hits mostly inhibitors. actives 0.008% (n = 240,000);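 also: 0% = enzyme with vehicle and -100% = no enzyme basal signal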
Target sequence (P06280 32-429 limits assumed): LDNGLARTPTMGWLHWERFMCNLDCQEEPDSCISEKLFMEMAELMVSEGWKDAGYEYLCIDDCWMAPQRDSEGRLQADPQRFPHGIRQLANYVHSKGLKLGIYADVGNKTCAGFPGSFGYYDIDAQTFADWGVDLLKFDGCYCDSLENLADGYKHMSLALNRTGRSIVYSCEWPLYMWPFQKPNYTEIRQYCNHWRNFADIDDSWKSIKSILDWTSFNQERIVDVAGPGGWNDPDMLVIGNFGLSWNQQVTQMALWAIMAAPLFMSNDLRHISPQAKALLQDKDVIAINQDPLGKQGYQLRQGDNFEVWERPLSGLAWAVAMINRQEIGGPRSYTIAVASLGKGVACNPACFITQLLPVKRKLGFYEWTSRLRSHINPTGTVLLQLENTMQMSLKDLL
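Fluorogenic readout (Ex 365/Em 440 nm) of 4-methylumbelliferone released from 1 mM 4-MU-alpha-galactoside by spleen homogenate, 40 min at 37C, pH 5.0. Data normalized to no-enzyme and enzyme controls; Hill-equation AC50 from compound titrations.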
TR SRC2 fluor cs: alters Texas Red total fluorescence, flagging assay interference | TRb/SRC2 Texas Red total fluorescence interference | Potency, µM (titrated, usually from 106 µM), for the others: at the highest dose fluorescence change, negative = quenching | actives 0.29% (n = 280,000) | AID 1479; active = well fitted curve in either direction with a large enough effect; inconclusive = small, poorly fitted or top-dose-only effect
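Human TRb ligand-binding domain at 0.6 uM with 20 nM Texas Red SRC2 peptide in Tris buffer containing 1 uM T3 and 5% DMSO, incubated with compound 5 h at ambient temperature. Total fluorescence (555/632 nm) calculated as parallel + 2 × perpendicular.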
Tau ThT inhib: blocks human tau fibril formation measured by thioflavin T | P10636 | recombinant tau K18 P301L (four-repeat tau fragment), heparin-induced fibrillization, ThT fluorescence | Potency, µM (highest dose often 57.4 µM), inactives show at the highest dose activity, negative = inhibition, most hits filed as inhibitors | actives 2.1% (n = 270,000); also: nearly all actives have a fitted effect of over 55% in size
Target sequence (P10636 561-689 P618L limits assumed): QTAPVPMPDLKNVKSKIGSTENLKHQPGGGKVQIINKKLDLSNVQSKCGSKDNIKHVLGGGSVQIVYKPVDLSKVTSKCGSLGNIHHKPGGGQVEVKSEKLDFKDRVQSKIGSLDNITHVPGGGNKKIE
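Heparin-induced fibrillization of the P301L-mutant K18 repeat-domain fragment of human tau was followed by ThT binding in quantitative high-throughput format.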
L3MBTL1 block: inhibitors of human L3MBTL1; Potency, µM (top dose mostly 57.1 µM), inactives show at the top dose activity, negative = inhibition, most hits filed as inhibitors; Q9Y468; AlphaScreen L3MBTL1–H3K9me1 peptide binding; actives 0.66% (n = 230,000); also: nearly all actives have a fitted effect of over 60% in size
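Read-out is AlphaScreen signal from streptavidin donor and nickel chelate acceptor beads (10 ug/mL final each) bridging L3MBTL1 (50 nM) and biotinylated K9-monomethylated H3(1-15) peptide (75 nM), after 30 min compound exposure at room temperature.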
ALDH1A1 inh: blocks purified human ALDH1A1 activity | actives 7.3% (n = 220,000) | Potency, µM (titrated, usually from 75.3 µM), inactives show at the top dose activity, negative = inhibition, actives largely listed as inhibitors | Purified ALDH1A1, NADH fluorescence, propionaldehyde substrate; active = well fitted inhibition curve with a large enough effect, not every such curve was filed as active; inconclusive = small, poorly fitted or top-dose-only effect, or another doubt; inactive = no such curve, though single readings can be large or run the other way;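 also: plate controls were no enzyme wells and a reference inhibitor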
Target sequence (P00352 whole entry, looked up): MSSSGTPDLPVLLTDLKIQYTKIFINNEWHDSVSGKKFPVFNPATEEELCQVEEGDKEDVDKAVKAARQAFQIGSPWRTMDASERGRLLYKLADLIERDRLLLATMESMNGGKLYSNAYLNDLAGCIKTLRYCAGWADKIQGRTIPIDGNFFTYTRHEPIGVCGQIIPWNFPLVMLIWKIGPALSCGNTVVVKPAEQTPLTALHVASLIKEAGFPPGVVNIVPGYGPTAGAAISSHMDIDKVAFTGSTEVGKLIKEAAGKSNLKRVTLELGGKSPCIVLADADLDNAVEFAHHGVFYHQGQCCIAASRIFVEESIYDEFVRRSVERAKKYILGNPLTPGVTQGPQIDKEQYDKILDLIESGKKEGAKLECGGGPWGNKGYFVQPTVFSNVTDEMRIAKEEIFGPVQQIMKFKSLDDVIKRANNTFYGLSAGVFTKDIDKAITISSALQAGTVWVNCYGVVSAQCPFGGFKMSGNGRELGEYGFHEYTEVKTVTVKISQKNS
Tau fibril FP: blocks human tau fibril formation measured by polarization; K18 P301L tau heparin fibrillization, Alexa594 FP, 6 h; AID 1468; actives 0.39% (n = 280,000); P10636; Potency, µM (top dose mostly 57.7 µM), for inactives: at the top dose activity, negative = inhibition, actives largely listed as inhibitors; also: nearly all actives have a fitted effect of over 55% in size
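Read-out: fluorescence polarization of Alexa 594-labeled tau (0.24 uM), 555 nm excitation, 632 nm emission. Mixtures held 15 uM unlabeled K18 P301L, compound and 20 uM heparin, pH 7 acetate buffer, incubated 6 hr at 37 C.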
Active calls of the source: *; u = inconclusive; x = no result given; [ ] = another dose, or the depositor's remark. Unless noted, calls follow the shape of the dose curve; as a rule, active = well fitted curve in the direction sought with a large enough effect; inconclusive = small, poorly fitted or top-dose-only effect, or another doubt; inactive = no such curve, though single readings can be large; an effect the other way counts as inactive or inconclusive. Unless noted, % is scaled to controls: 0 for no effect and ±100 for the full control effect; potency is read from the fitted curve at half-maximal effect.

Values run as follows: TRb SRC2 PPI	Tau fluor counter	GLA spleen mod	TR SRC2 fluor cs	Tau ThT inhib	L3MBTL1 block	ALDH1A1 inh	Tau fibril FP
1. O=C1COc2ccc(C(=O)COC(=O)COc3ccccc3[N+](=O)[O-])cc2N1
    -3%	-4%	0%	2%	3%	-4%	u	-7%
2. CCOc1ccccc1CNC(=O)CCc1c(C)nn(-c2ccc(N3CCOCC3)nn2)c1C
    -2%	-3%	x	-4%	-7%	x	x	-7%
3. Cc1ccc(NC(=O)CCCCCN2C(=O)c3ccccc3C2=O)nc1
    -2%	-11%	0%	-1%	-6%	1%	-9%	-6%
4. CC(C)CCOC(=O)/C(=C/c1ccco1)NC(=O)/C=C/c1ccccc1
    -2%	-20%	5%	-4%	-18%	-14%	u	-7%
5. CCOc1ccc(S(=O)(=O)Nc2nc3cc(OC)ccc3s2)cc1
    -2%	-18%	-6%	-8%	-11%	x	-17%	1%
6. CCn1c2ccccc2c2cc(NC(=O)COc3ccccc3)ccc21
    -8%	u	7%	0%	u	-5%	-3%	0%
7. COc1ccc(C(CNC(=O)c2cccc([N+](=O)[O-])c2)N2CCOCC2)cc1 (centres undefined)
    -1%	-13%	x	5%	-5%	x	x	0%
8. CC(=O)OC[C@@H]1O[C@H](C/C=N\O[C@@H](C)c2cn([C@H]3COC[C@H]3O)nn2)C=C[C@@H]1OC(C)=O
    0%[11.2 µM]	-10%[11.6 µM]	-3%[17.5 µM]	3%[11.2 µM]	-13%[11.5 µM]	x	11%[13.5 µM]	-2%[11.6 µM]
9. O=S(=O)(c1ccccc1)c1nc(-c2cccc(Cl)c2)oc1N1CCOCC1
    2%	u	x	-4%	-13%	x	x	-4%
10. Cc1cccc(NC(=S)NCc2ccc(F)cc2)c1
    4%	-6%	3%	-3%	2%	-2%	u	1%
11. Cc1noc(C)c1CSc1ncnc2sc3c(c12)CCC3
    -21%	3%	4%	-2%	3%	2%	2%	4%
12. Cc1ccc(NC(=O)/C=C\C(=O)N(c2ccc(C(C)C)cc2)C(C(=O)NCc2ccco2)c2ccc(F)cc2)cc1 (centres undefined)
    -1%	-16%	x	-1%	0%	x	x	0%
13. Cn1c(NC(=O)CCC2CCCCC2)cc(=O)n(C)c1=O
    1%	-22%	-3%	3%	-6%	x	u	-10%
14. CNC(=O)C1=C(C)NC(=S)NC1c1cccs1 (centres undefined)
    0%	-6%	6%	2%	-9%	x	-2%	-2%
15. COC(=O)CCC(=O)NNC(=O)c1ccc(Br)cc1
    -6%	7%	7%	-5%	12%	35%[activator]	2%	4%

Entries of single compounds as entered above:
Cc1ccc(NC(=O)/C=C\C(=O)N(c2ccc(C(C)C)cc2)C(C(=O)NCc2ccco2)c2ccc(F)cc2)cc1 (centres undefined) in the list: TRb SRC2 PPI = -1%; Tau fluor counter = -16%; GLA spleen mod = x; TR SRC2 fluor cs = -1%; Tau ThT inhib = 0%; L3MBTL1 block = x; ALDH1A1 inh = x; Tau fibril FP = 0%
CCOc1ccc(S(=O)(=O)Nc2nc3cc(OC)ccc3s2)cc1 in the list: TRb SRC2 PPI = -2%; Tau fluor counter = -18%; GLA spleen mod = -6%; TR SRC2 fluor cs = -8%; Tau ThT inhib = -11%; L3MBTL1 block = x; ALDH1A1 inh = -17%; Tau fibril FP = 1%

(listing goes on)
Values run as follows: TRb SRC2 PPI	Tau fluor counter	GLA spleen mod	TR SRC2 fluor cs	Tau ThT inhib	L3MBTL1 block	ALDH1A1 inh	Tau fibril FP
16. Cc1ccc(NC(=O)CSc2ncccn2)c([N+](=O)[O-])c1
    -7%	-5%	1%	-2%	1%	-5%	2%	3%
17. CCn1c(=O)c2cc(C(=O)N3CCCC3)sc2c2ccccc21
    -2%	6%	4%	0%	-1%	9%	u	0%
18. O=C(/C=C/c1cccc(F)c1)Nc1cc(S(=O)(=O)N2CCOCC2)ccc1N1CCCC1
    -1%[53 µM]	-5%	-10%	-3%[53 µM]	-4%	0%	-15%	9%
19. CCn1c(=O)cc(SCC(=O)N2CCN(C3CCCCC3)CC2)c2ccccc21
    -13%	-4%	19%	-1%	-10%	-3%	-12%	6%
20. CC(=O)CCc1c[nH]c2c(C(=O)O)cccc12
    4%	10%	10%	1%	0%	20%[11.4 µM]	3%	3%
21. O=C(c1ccc2c(c1)N(Cc1ccccc1)C(=O)c1ccccc1S2(=O)=O)N1CCN(c2ccccc2)CC1
    -21%	-26%	x	u	-4%	x	x	6%
22. Cc1ccc(NC(=O)CSc2nc3c(sc4ccccc43)c(=O)n2CCCC(=O)NC2CCCC2)cc1C
    8%	-8%	x	-1%	0%	x	x	-4%
23. Cc1cc(NC(=S)NC(=O)CC(C)C)ccc1Br
    -5%	-2%	6%	1%	0%	4%	-9%	1%
24. CCN(CC(=O)Nc1ccc(N2CCOCC2)cc1)C(=O)c1ccc(C#N)cc1
    2%	3%	5%	-2%	-6%	16%	7%	7%
25. CC(NC(=O)Nc1nnc(C(F)(F)F)s1)(C(F)(F)F)C(F)(F)F
    4%	-11%	-23%	-3%	-2%	10%	1%	-9%
26. CC1=NC(C)(C)Cc2cc(C)c(C)cc21
    3%	-3%	8%	0%	-2%	8%	16%	4%
27. COc1ccc(NC(=O)CN2CCN(S(=O)(=O)c3ccc(C(C)C)cc3)CC2)cc1OC
    1%	-15%	-22%	-5%	-8%	x	u	8%
28. CCN1CCN(C(=O)c2ccc(CSc3ccc(C)cc3)cc2)CC1
    13%	-2%	3%	0%	7%	-9%	u	-2%
29. COc1ccc(C2C3=C(CCCC3=O)Nc3nc(SCc4ccc(C(=O)O)cc4)nn32)cc1OC (centres undefined)
    -3%	-2%	u	-3%	-14%	x	u	4%
30. CCCOc1ccc(N2C(=O)CC(N3CCN(CCN=CC4=C(O)CC(C)(C)CC4=O)CC3)C2=O)cc1 (centres undefined)
    8%	4%	-4%	-2%	-3%	-10%	u	2%

Two compounds picked at random from the list so far:
Values run as follows: TRb SRC2 PPI	Tau fluor counter	GLA spleen mod	TR SRC2 fluor cs	Tau ThT inhib	L3MBTL1 block	ALDH1A1 inh	Tau fibril FP
18. O=C(/C=C/c1cccc(F)c1)Nc1cc(S(=O)(=O)N2CCOCC2)ccc1N1CCCC1
    -1%[53 µM]	-5%	-10%	-3%[53 µM]	-4%	0%	-15%	9%
23. Cc1cc(NC(=S)NC(=O)CC(C)C)ccc1Br
    -5%	-2%	6%	1%	0%	4%	-9%	1%

(list continues)
Values run as follows: TRb SRC2 PPI	Tau fluor counter	GLA spleen mod	TR SRC2 fluor cs	Tau ThT inhib	L3MBTL1 block	ALDH1A1 inh	Tau fibril FP
31. Cc1cc(NC(=O)CSc2nncn2-c2ccccc2)no1
    -4%	-11%	9%	-3%	-10%	x	0%	-4%
32. Cc1cc(Oc2ccc(C#N)cc2)nc(N2CCOCC2)n1
    -1%	-9%	-2%	-2%	-12%	2%	6%	5%
33. CCn1cc(C(=O)N(C)Cc2ccccc2)c(=O)c2cc(S(=O)(=O)N3CCc4ccccc4C3)ccc21
    -1%	-13%	x	-1%	-15%	x	x	4%
34. COC(=O)C1(C(F)(F)F)N=C(C(F)(F)F)Nc2ccc(Cl)cc21 (centres undefined)
    -4%	-15%	0%	-4%	-3%	8%	1%	-6%
35. C=CCc1cccc2cc(C(=O)NC3=C(C#N)CCC3)c(=O)oc12
    -1%	-15%	-4%	3%	-24%	-1%	0.89µM*	-8%
36. CCOc1ncccc1C(=O)OCC(=O)NCCc1ccccc1
    -2%	-9%	10%	-6%	-7%	x	8%	-3%
37. CCOC(=O)C(C)Oc1ccc(OCc2ccccc2)cc1 (centres undefined)
    6%	-7%	6%	-1%	-13%	104%[activator]	0%	4%
38. COc1cc(O)sc1C=Nc1ccc(Cl)cc1
    -4%	u	-1%	-3%	u	-5%	3%	10%
39. Cn1c(=O)[nH]c(=O)c2c1nc(N1CCCCCC1)n2CCCSc1nc2ccccc2o1
    -3%	-10%	-5%	1%	-18%	-1%	u	4%
40. CS(=O)(=O)c1ccc(Cl)c(C(=O)O)c1
    -6%	8%	3%	-2%	8%	-5%	2%	3%
41. Cc1ccc(C(=O)c2cn[nH]c2-c2ccccc2O)cc1
    -8%	-8%	-6%	3%	-10%	-1%	u	1%
42. CC(C)S(=O)(=O)c1csc(C(=O)NN)c1Cl
    1%	-16%	-1%	-4%	-19%	3%	x	-13%
43. COc1cc(S(=O)(=O)N(Cc2ccccc2)Cc2ccccn2)ccc1-n1cnnn1
    -5%	-9%	-5%	-1%	-12%	9%	u	2%
44. Cc1cc(O)c2c(C)c(CC(=O)NCc3ccccc3Cl)c(=O)oc2c1
    7%	-17%	x	6%	-4%	x	x	0%
45. O=C(CSc1nc2ccccc2[nH]1)N1c2ccccc2Sc2ccccc21
    -5%	u	-1%	u	u	-1%	u	6%
46. CSc1cnc2c(=O)[nH]c(=O)n(C)c2n1
    -3%	4%	-9%	-3%	-2%	1%	5%	2%

Results in Tau fibril FP and ALDH1A1 inh, for some of the entries so far:
nr | canonical_smiles | Tau fibril FP | ALDH1A1 inh
43 | COc1cc(S(=O)(=O)N(Cc2ccccc2)Cc2ccccn2)ccc1-n1cnnn1 | 2% | u
44 | Cc1cc(O)c2c(C)c(CC(=O)NCc3ccccc3Cl)c(=O)oc2c1 | 0% | x

Along the list, from the results shown:
GLA spleen mod, entries 34–45: 0%, -4%, 10%, 6%, -1%, -5%, 3%, -6%, -1%, -5%, x, -1%
Tau ThT inhib, entries 34–45: -3%, -24%, -7%, -13%, u, -18%, 8%, -10%, -19%, -12%, -4%, u
